Screening data deposited in PubChem by several laboratories.
core dimer inh: HCV core protein dimerization inhibition | TR-FRET GST/Flag-core106 dimerization, 1536-well | inhibition, % at 5 µM | 300,000 tested, 0.33% active;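 active = inhibition above the mean of all tested compounds plus 3 SD, set per screening campaign, cut at about 45% in these data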
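test system = GST/Flag-tagged HCV core106 proteins | probe or stimulus = Eu donor and XL665 acceptor anti-tag antibodies | times = compound-protein-antibody incubation 4 h at 22.5 °C | signal = TR-FRET, excitation 340 nm, emission 617 and 671 nm | measure = percent inhibition of core106 dimerization signal | controls = wells lacking GST-core106 and wells with excess unlabelled core106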
TPT1 inhibitor: inhibitors of Candida albicans tRNA 2'-phosphotransferase TPT1; recombinant caTPT1, FP RNA substrate dephosphorylation; inhibition, % at 5 µM; 300,000 tested, 0.81% active;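 active = inhibition above the mean of all tested compounds plus 3 SD, set per screening campaign, cut at about 24% in these data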;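 note: plate controls were DMSO alone for no effect and ferristatin control at 100 nM for full effect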
proCasp3 act: activates human procaspase-3; P42574; recombinant procaspase-3 D3A, Ac-DEVD-pNA absorbance 405 nm; activation, % at 8.5 µM; 330,000 tested, 0.11% active; AID 463141;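 active = activation above the mean of all tested compounds plus 3 SD, cut at about 21% in these data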;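 note: 0% = DMSO alone and 100% = DMSO wells spiked with extra 5 µM PC-3 D3A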
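Evaluation: percent activation relative to control range; Material: Procaspase-3 D3A mutant, all three cleavage aspartates alanine; Compound: single dose, 8.5 µM nominal compound, 0.8% DMSO; Replication: one well per compound; Signal: absorbance at 405 nm, 0 and 120 min; Schedule: 1 h preincubation plus 2 h reaction at 25 °C.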
Efflux pump inh: inhibitors of Candida antifungal efflux pumps expressed in yeast; 330,000 tested, 0.44% active; AID 485275; S. cerevisiae Candida pump triplex, Nile Red efflux; inhibition, % at 10 µM;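 active = plate passing quality check with inhibition over a set limit, or well fluorescence over plate mean plus 4 SD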;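 note: Nile Red retained in pooled yeast measured as flow cytometry median fluorescence; 0% = buffer negative control and 100% = Enniatin B positive control; higher means more Nile Red kept so more efflux inhibition; some compounds called inactive have numbers as strong as hits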
PP5 primary: inhibitors of human protein phosphatase 5 (PP5). 320,000 tested, 0.18% active. purified PP5c, OMFP substrate fluorescence. P53041. inhibition, % at 6.7 µM;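 active = inhibition above the campaign's mean inhibition across all tested compounds plus 3 SD, cut at about 9.5% in these data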;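 note: 0% = DMSO only and 100% = 100 µM cantharidin control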
proCasp7 act: counter-screen for procaspase-3 activators: activators of human procaspase-7; recombinant procaspase-7, Ac-DEVD-pNA absorbance 405 nm; D23A/D198A/D206A triple mutant, cannot self-cleave; scale: DMSO 0, 5 µM enzyme 100; activation, % at 8.5 µM; 330,000 tested, 0.093% active;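 active = percent activation above the screen-wide mean plus 3 SD, cut at about 25% in these data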
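Detection: p-Nitroaniline absorbance at 405 nm, read at 0 and 120 min; system: Uncleavable procaspase-7 mutant enzyme; evaluation: % activation from two-timepoint absorbance difference, scaled to controls; times: 1 h enzyme–compound preincubation and 2 h substrate reaction, both 25 °C; buffer or medium: Zinc-free HEPES pH 7.4 with 300 mM NaCl, 0.01% Triton X-100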
PP1 counter: counter-screen for PP5 inhibitors: inhibitors of human PP1-alpha. purified PP1alpha, OMFP fluorescence. P62136. 320,000 tested, 0.9% active. inhibition, % at 6.7 µM;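 active = inhibition above the mean inhibition of all tested compounds plus 3 SD, computed separately for each screening campaign, cut at about 15% in these data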
GASC-1 inh: human JMJD2C demethylase inhibition. GST-JMJD2C(1-420) H3K9me3 demethylation, DELFIA europium. inhibition, % at 2.35 µM. AID 2099. 330,000 tested, 0.069% active. Q9H3R0;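 active = more than half of a compound's replicate wells show inhibition beyond 50%, single wells judged on their own value; inconclusive = some, but no more than half, of replicates pass 50% inhibition; inactive = no replicate passes 50% inhibition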;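 note: signal counts dimethyl H3K9 product captured on neutravidin plate; 0% = median of DMSO wells and 100% = 0.3 times that DMSO median; strong numbers were not always called active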
CTSL1 counter: cathepsin L1 inhibition, PFM18AAP counter-screen; AID 1906; recombinant F. hepatica cathepsin L1, Z-Leu-Arg-MCA fluorescence; 300,000 tested, 0.49% active; inhibition, % at 5.96 µM;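 active = inhibition above the mean of all tested compounds plus 3 SD, set per screening campaign, cut at about 17% in these data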;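 note: 0% = plate median of test compound wells and 100% = 1 µM Z-Phe-Ala-diazomethylketone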
An asterisk follows results filed as active; u = inconclusive; x = no result given.

Results follow in this order: PP1 counter	proCasp3 act	GASC-1 inh	proCasp7 act	Efflux pump inh	PP5 primary	CTSL1 counter	core dimer inh	TPT1 inhibitor
- Cc1ccc(NC(=O)CN(C)C(=O)c2cc(C)on2)cc1
→ -2	2	10	4	-0.2	-0.2	x	x	x
- CC(C)n1c(=S)[nH]c2c1c(=O)[nH]c(=O)n2C
→ 3	-24	-14	-19	0.0	-1.5	-2	-8	-4
- C=C1/C(=C\C=C2/CCC[C@]3(C)[C@@H]([C@H](C)CCCC(C)(C)O)CC[C@@H]23)C[C@@H](O)C[C@@H]1O
→ 7	1	-1	0	0.3	7.2	5	-9	-3
- COc1ccc(/C=N/Nc2nc(N)cc(Cl)n2)cc1OC
→ 0	-3	4	1	-0.1	-0.5	0	-13	-2
- O=C(CN1C(=O)C2CC=CCC2C1=O)OCc1cc(=O)n2cc(Br)ccc2n1 (configuration not stated)
→ 2	-7	14	4	-0.1	-2.6	1	5	0
- CCCc1nnc(NC(=O)CS(=O)(=O)c2ccc(C)cc2)s1
→ -1	2	-7	-4	0.1	-0.7	1	-14	3
- Cc1cccc(OCC(O)CN2CCNCC2)c1 (configuration not stated)
→ 0	-1	13	1	0.1	2.6	8	-4	2
- CCOCC(=O)Nc1cc(S(=O)(=O)N2CCOCC2)ccc1N1CCCCC1
→ 0	-13	-35	-11	0.0	2.5	2	21	7
- CC(C)c1ccc(NC2CCCN(C(=O)c3cccc4nccnc34)C2)cc1 (configuration not stated)
→ -1	2	25	7	-0.1	2.1	-2	-3	5
- Oc1nc(-c2ccc(Br)cc2)n2ccncc12
→ 0	3	-48	-10	-0.2	-2.7	3	-7	-1
- Cc1cccc(C(=O)OCC(=O)N2CCCCCC2)c1O
→ -1	8	4	5	-0.1	3.7	x	x	x
- CCOC(=O)C1CCCN(C(=O)c2ccc(Cl)cc2)C1 (configuration not stated)
→ 4	12	10	5	-0.2	-0.9	2	1	1
- COc1cc(CN(C(=S)NCC(=O)N2CCCC2)C2CCCC2)cc(OC)c1OC
→ -1	-1	6	7	0.1	-0.9	0	-1	2
- CC1(C(=O)NCCN2CCOCC2)C=CC2(CCCCC2)N1C(=O)c1ccccc1 (configuration not stated)
→ -2	3	-3	2	-0.2	2.8	-1	-8	-6
- O=C(COC(=O)CCNS(=O)(=O)c1ccccc1)NC1CC1
→ x	7	0	3	0.5	x	x	x	x
- O=C(N/N=C/c1ccccc1)c1[nH]c2ccc(Br)cc2c1-c1ccccc1
→ -1	1	-5	8	-0.1	1.1	1	-3	0
- Cc1cccc(NC(=S)NC2CC3CCCC(C2)N3CC(C)C)c1C (configuration not stated)
→ -2	1	-12	2	0.1	-0.6	0	-3	1
- COC1=CC2(O)CCCC2=CC1=O (configuration not stated)
→ -7	7	x	-6	0.0	0.1	-5	1	0
- CNC(=O)/C(C#N)=C/c1c(N2CCN(c3ccc(OC)cc3)CC2)nc2c(C)cccn2c1=O
→ 2	-6	-1	-2	-0.1	0.3	5	11	-3
- O=[N+]([O-])c1ccc(SCc2ccco2)cc1N1CCOCC1
→ -3	-6	-4	7	0.0	3.6	-4	3	-1
- COc1ccc2c(C)cc(SCC(=O)NC3CCCCC3)nc2c1
→ x	-7	5	13	0.1	x	x	x	x
- Cc1ccc(-n2ncc3c(=O)n(CC(=O)N4CCCCCC4)cnc32)cc1
→ -2	0	7	-4	0.1	3.2	-7	1	-2
- COc1ccc(OC)c(C(=O)NC(CC(N)=O)c2ccc(N3CCC(N4CCCCC4)CC3)c([N+](=O)[O-])c2)c1 (configuration not stated)
→ 0	-5	-11	-2	-0.1	2.6	3	-11	-2
- COc1ccc(NC(=O)c2ccc3c(c2)C(=O)N(CC2CCCO2)C3=O)cc1O (configuration not stated)
→ 2	-6	1	4	0.1	1.8	-1	-9	-2
- O=C1C(=O)N(CCCn2ccnc2)C(c2ccc(Br)cc2)/C1=C(\O)c1ccc2c(c1)OCCO2 (configuration not stated)
→ 6	-4	-19	-18	0.1	1.9	5	15	-1
- COCCN(Cc1ccccc1)C(=O)c1ccc2c(=O)n3c(nc2c1)CCC3
→ -5	5	-1	-3	0.1	-0.9	-1	-3	-2
- Cc1ncsc1C(=O)N1N=C2/C(=C/c3ccc(N4CCOCC4)cc3)CCCC2C1c1ccc(N2CCOCC2)cc1 (configuration not stated)
→ 0	0	0	-10	0.0	1.0	-2	21	17
- CN(C)C(=O)N1CCC(C(=O)N2CCCC(C(=O)c3cccc4ccccc34)C2)CC1 (configuration not stated)
→ -1	6	-4	9	0.2	-0.7	0	1	1
- CC(C)Cc1c(O)nc(SCCN2CCOCC2)[nH]c1=O
→ -1	1	-17	5	0.0	-2.3	-3	1	1
- O=C(Nc1n[nH]c(C(F)(F)F)n1)C1CC1
→ -3	5	-5	2	0.0	-1.4	3	3	5
- Cc1ccccc1-n1nc(SCC(=O)O)sc1=S
→ 5	7	4	2	0.0	2.8	-2	2	-1
- CCN(CC)CCn1c2c(c(SCC(=O)Nc3cc(C)ccc3C)nc1=O)CCC2
→ 2	7	1	5	0.0	-2.7	4	3	3
- CCCC(=O)C1=C(O)C(C(=O)OC)C(C)(C)CC1=Nc1ccncc1 (configuration not stated)
→ -1	2	2	17	-0.1	-0.1	1	-7	-2
- CCC(C)(C(=O)NC1CCCC1)N(Cc1cccs1)C(=O)Cc1cccs1 (configuration not stated)
→ -1	-8	-6	3	0.1	0.4	-4	7	0
- O=C(COc1ccccc1Cl)Nc1nnc(S(=O)(=O)N2CCCCCC2)s1
→ 0	19	8	13	-0.3	-0.4	1	24	-3
- CCn1c(C)c(C(C)=O)c(N2CCN(c3ccc(OC)cc3)CC2)nc1=S
→ -1	-3	-27	-14	0.0	-1.2	2	13	9
- CCC(C)c1ccc(NC(=O)CC(C)=O)cc1 (configuration not stated)
→ 3	-3	-2	-7	0.1	3.4	0	-3	3
- O=C(Nc1cc(Cl)ccc1N1CCOCC1)C1CC1
→ x	5	21	-1	0.0	x	x	x	x
- CC(C)OC(=O)C(C)Oc1ccc(C(=O)NCCc2ccccc2)cc1 (configuration not stated)
→ -1	2	8	10	-0.1	1.4	-1	12	-2
- CCn1c(CNc2nc(-c3ccccc3)cs2)nnc1SCC(=O)NCc1ccccc1
→ 0	7	6	-6	0.1	-1.1	2	15	0
- CCCn1c(SCC(=O)Nc2c(C)cccc2CC)nnc1C(C)C
→ -3	-7	37	3	0.1	2.1	-2	-5	-6
- CSc1ncccc1C(=O)NCC(c1cccs1)N1CCOCC1 (configuration not stated)
→ -5	6	-12	8	0.0	-1.0	1	0	2
- CCCC(=O)C1=C(O)C(c2cccc(Oc3ccccc3)c2)CCC1=O (configuration not stated)
→ 2	0	2	3	0.0	2.9	-1	0	3
- CCc1cc(=O)oc2cc(C)cc(OCC(C)=O)c12
→ 1	-2	4	1	0.2	-0.6	-3	0	-3
- O=C(COC(=O)c1ccc[nH]c1=O)NCCC1=CCCCC1
→ x	-1	9	0	-0.2	x	x	x	x
- O=S(=O)(c1ccccc1)c1ccccc1/C=N\O
→ -1	1	6	16	-0.1	1.6	1	-6	-4
- CCOC(=O)N1CCN(S(=O)(=O)c2ccc([N+](=O)[O-])cc2)CC1
→ 0	-5	0	15	-0.1	1.6	1	0	0
- CCOC(=O)C1(N(CC)CC)Sc2cc(C)ccc2NC1=O (configuration not stated)
→ 5	4	-10	4	0.1	5.2	5	7	0
- O=c1[nH]c2ccc(S(=O)(=O)N3CCN(Cc4ccccc4)CC3)cc2[nH]c1=O
→ -2	1	-3	12	-0.1	-0.9	1	1	0
- CCC(=O)Nc1nc(CC(=O)Nc2ccccc2OC)cs1
→ -1	1	7	3	0.1	2.4	-6	2	4
- CCOc1ccc(NC(=O)C2CCN(S(=O)(=O)c3ccc4c(c3)N(C(C)=O)CCO4)CC2)cc1
→ -3	-2	-26	11	0.1	0.8	8	-6	-1
- COCCn1c(SCC(=O)N2CCCCC2)nc2ccccc2c1=O
→ -9	-6	0	-4	0.2	3.9	-7	7	1
- Cn1c(N2CCOCC2)c(C=O)c2ccccc21
→ -1	8	-2	0	-0.1	1.0	-1	9	-1
- CCC(=O)NC(=S)Nc1ccc(NC(=O)COc2ccc(Cl)cc2Cl)cc1
→ 11	2	3	-9	0.6	-0.9	2	5	1
- C[C@H](NC(=O)[C@H](Cc1ccccc1)n1c(=O)[nH]c2ccccc2c1=O)C(=O)N1CCC(C(=O)O)CC1
→ -7	7	u	5	-0.2	1.2	-3	4	-1
- O=C(CSc1nccc(=O)[nH]1)N1N=C2/C(=C/c3ccco3)CCCC2C1c1ccco1 (configuration not stated)
→ 4	-7	-13	-13	0.2	1.4	17*	22	4

Quoted at random: seven compounds from above
Results follow in this order: PP1 counter	proCasp3 act	GASC-1 inh	proCasp7 act	Efflux pump inh	PP5 primary	CTSL1 counter	core dimer inh	TPT1 inhibitor
- O=C(CSc1nccc(=O)[nH]1)N1N=C2/C(=C/c3ccco3)CCCC2C1c1ccco1 (configuration not stated)
→ 4	-7	-13	-13	0.2	1.4	17*	22	4
- CSc1ncccc1C(=O)NCC(c1cccs1)N1CCOCC1 (configuration not stated)
→ -5	6	-12	8	0.0	-1.0	1	0	2
- O=S(=O)(c1ccccc1)c1ccccc1/C=N\O
→ -1	1	6	16	-0.1	1.6	1	-6	-4
- COCCn1c(SCC(=O)N2CCCCC2)nc2ccccc2c1=O
→ -9	-6	0	-4	0.2	3.9	-7	7	1
- CCC(C)c1ccc(NC(=O)CC(C)=O)cc1 (configuration not stated)
→ 3	-3	-2	-7	0.1	3.4	0	-3	3
- CCC(C)(C(=O)NC1CCCC1)N(Cc1cccs1)C(=O)Cc1cccs1 (configuration not stated)
→ -1	-8	-6	3	0.1	0.4	-4	7	0
- CCn1c(CNc2nc(-c3ccccc3)cs2)nnc1SCC(=O)NCc1ccccc1
→ 0	7	6	-6	0.1	-1.1	2	15	0

Some of the entries above, set out differently:
Structure	PP1 counter	proCasp3 act	GASC-1 inh	proCasp7 act	Efflux pump inh	PP5 primary	CTSL1 counter	core dimer inh	TPT1 inhibitor
CCC(=O)Nc1nc(CC(=O)Nc2ccccc2OC)cs1	-1	1	7	3	0.1	2.4	-6	2	4
CCOc1ccc(NC(=O)C2CCN(S(=O)(=O)c3ccc4c(c3)N(C(C)=O)CCO4)CC2)cc1	-3	-2	-26	11	0.1	0.8	8	-6	-1
